# bIAP activator: intestinal alkaline phosphatase (bovine) activation; purified bovine IAP, CDP-star luminescence, 30 min; active compounds read high; fold of DMSO-control signal, blank-subtracted; activation factor at 20 µM; hit rate 0.17% among 200,000;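 active = activation factor of 2 or more at 20 µM, a signal rise over negative controls twice the positive control's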
# TNAP act hiacc: TNAP (human) activation, high acceptor | activation factor at 20 µM | 200,000 tested, under 10 active | P05186 | purified TNAP, CDP-star luminescence, 1 M DEA, 30 min; active compounds read high; 0 = EDTA background, 1 = DMSO-only activity | AID 1136;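 active = activation factor at least 2 at 20 µM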
# Target sequence (P05186 whole entry, looked up): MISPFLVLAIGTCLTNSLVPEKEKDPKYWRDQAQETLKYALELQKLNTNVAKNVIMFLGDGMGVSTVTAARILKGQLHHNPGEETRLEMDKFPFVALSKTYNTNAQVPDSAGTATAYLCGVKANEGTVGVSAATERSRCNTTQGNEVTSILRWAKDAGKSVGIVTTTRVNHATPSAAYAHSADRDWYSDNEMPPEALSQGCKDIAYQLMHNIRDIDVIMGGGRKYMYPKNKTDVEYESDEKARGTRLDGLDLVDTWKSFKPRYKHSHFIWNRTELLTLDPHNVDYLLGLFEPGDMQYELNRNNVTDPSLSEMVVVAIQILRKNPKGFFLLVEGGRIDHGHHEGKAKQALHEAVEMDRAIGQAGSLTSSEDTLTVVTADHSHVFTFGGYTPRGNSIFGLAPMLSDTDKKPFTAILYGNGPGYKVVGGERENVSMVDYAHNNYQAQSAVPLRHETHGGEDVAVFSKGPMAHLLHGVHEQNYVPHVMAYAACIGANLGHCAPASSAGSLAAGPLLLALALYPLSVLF
#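 Control set: EDTA negative control, DMSO positive control / Assay system: human TNAP / Quantity: TNAP 1/800 final / Evaluation: TNAP activation factor scaled between EDTA and DMSO control wells / Measured by: luminescent substrate turnover signal / Compound dosing: one dose, 20 µM / Times: 30 min enzyme reaction at room temperature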
# ROMK mod: human ROMK K+ channel modulation, primary screen | P48048 | Tet-inducible ROMK, thallium flux fluorescence; actives lie on both sides | B-score at 10 µM | hit rate 2% among 130,000;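 active = signal ratio slope over the read window, or its plate-corrected B-score, at least 3 SD from the plate mean, either direction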;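 also: B-score of the F/F0 ratio slope over 7 to 12 s after thallium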
# bIAP inhibitor: blocks bovine intestinal alkaline phosphatase activity; purified bovine IAP, CDP-star luminescence, 30 min; inhibition, % at 20 µM; 190,000 tested, under 10 active;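 active = over 50% inhibition of intestinal alkaline phosphatase at 20 µM in the single-dose screen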
#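 test system = bovine IAP enzyme | medium = DEA buffer 100 mM, pH 9.8, with MgCl2 1.0 mM, ZnCl2 0.02 mM | detection = luminescence | dosing = single compound dose of 20 µM, 2% DMSO final | incubation = 30 min reaction at room temperature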
# * marks the source's active call; other numbers are inactive results; x = not tested or not shown.
bIAP activator,TNAP act hiacc,ROMK mod,bIAP inhibitor,SMILES
0.9,1.1,x,9,O=C1CC(C(=O)Nc2nccs2)C(c2ccccc2)O1 (configuration not stated)
0.9,1,x,6,Cc1ccnc(SCCn2c(N3CCN(C)CC3)nc3c2c(=O)[nH]c(=O)n3C)n1
1.1,1,x,-8,Cc1ccc2nc3c(cc(C#N)c(=O)n3CCN3CCOCC3)c(=O)n2c1
1,1,x,1,CCOc1ccccc1NC(=O)c1c(NC(=O)CNCc2ccco2)sc2c1CCC2
1,1,x,1,Cc1nc(NC2=NCN(Cc3cccnc3)CN2)nc2c(C)cccc12
1,1,x,4,CCN(Cc1ccccc1)S(=O)(=O)c1ccc(C(=O)Nc2nnc(C3CC3)o2)cc1
1,1.1,x,-5,CN1CCN(c2nc(-c3ccccc3)nc3c2oc2ccccc23)CC1
0.9,1.1,x,11,Clc1cccc(-c2nnc3sc(-c4ccc5c(c4)OCO5)nn23)c1
1,1,x,-1,c1ccc(-n2ncc3c(N4CCN(c5ccccn5)CC4)nc(N4CCOCC4)nc32)cc1
1,1.1,x,1,COc1ccc(N2CC(C)Cn3c2nc2c3c(=O)n(CCc3ccccc3)c(=O)n2C)cc1 (configuration not stated)
1,1,x,3,Cc1cc(C)n2nc(SCc3ncc(-c4ccccc4)o3)nc2n1
0.7,1.1,x,25,Cc1nnc2sc(-c3ccc(-c4ccc(Cl)c(C(F)(F)F)c4)o3)nn12

# Compound profiles, from the list above. Values in the order: bIAP activator, TNAP act hiacc, ROMK mod, bIAP inhibitor
# `Cc1nnc2sc(-c3ccc(-c4ccc(Cl)c(C(F)(F)F)c4)o3)nn12` is listed as 0.7, 1.1, x, 25
# `Clc1cccc(-c2nnc3sc(-c4ccc5c(c4)OCO5)nn23)c1` is listed as 0.9, 1.1, x, 11
# `Cc1cc(C)n2nc(SCc3ncc(-c4ccccc4)o3)nc2n1` is listed as 1, 1, x, 3
# `CN1CCN(c2nc(-c3ccccc3)nc3c2oc2ccccc23)CC1` is listed as 1, 1.1, x, -5

# Next part:
bIAP activator,TNAP act hiacc,ROMK mod,bIAP inhibitor,SMILES
2.1*,1.1,x,-113,CC1CCCN(C(C(=O)Nc2ccc3c(c2)OCO3)c2ccccc2)C1 (configuration not stated)
0.9,1.1,x,6,CCCCCCn1c(=O)c(-c2nc3ccccc3c(=O)[nH]2)c(O)c2ccccc21
0.9,1.1,x,6,CCCCc1nc2ccccc2c(=O)n1NC(=O)c1c(O)c2cccc3c2n(c1=O)CCC3
1,1,x,-3,COC(=O)C1CCN(C(c2ccc(OC)c(OC)c2)c2sc3nc(C)nn3c2O)CC1 (configuration not stated)
1,1,x,0,CCSc1nnc(NC(=O)c2cnccn2)s1
1,1.1,x,1,C=CCn1c(SCc2cc(=O)n3ccsc3n2)nc2sc(C)c(C)c2c1=O
1,1,x,-2,CSc1nc(N2CCN(CCO)CC2)c2sc3nc(-c4ccco4)c4c(c3c2n1)CCC4
0.9,1,x,5,COc1ccccc1OCC(O)CN1C(=O)NC(C)(C)C1=O (configuration not stated)
1.1,1,x,-6,COc1nc2ccccc2cc1-c1noc(-c2cccnc2)n1
1.1,1,x,-8,COc1ccccc1N1CCN(C(=O)CCCCn2c(=O)[nH]c3ccsc3c2=O)CC1
0.9,1,x,10,CCn1c(SCC(=O)N2c3ccccc3Sc3ccccc32)nc2c1c(=O)n(C)c(=O)n2C
0.9,1.1,x,8,O=C(CN1CCN(Cc2ccccc2Cl)C1=O)NCC1CCCO1 (configuration not stated)
0.9,1,x,6,Clc1cccc(Nc2ncnc3c2cnn3-c2ccccc2)c1
0.7,1.1,x,30,Cc1nn2c3c(cnc2c1-c1ccc(Cl)cc1)C(=O)CC(c1ccco1)C3 (configuration not stated)
0.9,1,x,8,CCOC(=O)Cn1c(=O)c2c(nc(Br)n2Cc2ccc(Cl)cc2)n(C)c1=O
0.9,0.9,x,7,Cc1ccc2c(c1C)NC(C(=O)O)C1CC=CC21 (configuration not stated)
0.8,1,x,19,Cc1ccc2cc(C#N)c(SCC(=O)NCC3CCCO3)nc2c1C (configuration not stated)
1,1.1,x,0,CCOC(=O)c1c(C)[nH]c(C(=O)COC(=O)c2cn(CC)c3nc(C)ccc3c2=O)c1C
1.1,1,x,-5,CCCCN(C(=O)Cn1nnc2ccccc21)C(C(=O)NCCOC)c1ccc(OC)cc1OC (configuration not stated)
1,1,x,1,COCCCn1c(=NC(=O)c2ccc3c(c2)OCO3)c(C#N)cc2c(=O)n3cccc(C)c3nc21
1,1,x,4,N#CC1=C(N)OC2=C(C(=O)CCC2)C12CCN(C(=O)OCc1ccccc1)CC2
1.1,1,x,-9,COc1cccc(C2C(C(=O)c3cccs3)=C(O)C(=O)N2CCCn2ccnc2)c1OC (configuration not stated)
1.2,1.1,x,-16,Cc1ccc2nc(Nc3nc(=O)c4ccccc4n3C)nc(C)c2c1
1.1,1,x,-5,CCOC(=O)c1c(NC(=O)CSc2nc3c(c(=O)n(C)c(=O)n3C)n2CC)sc(C)c1C
1,1,x,-4,O=C1c2oc3ccc(Cl)cc3c(=O)c2C(c2ccccn2)N1CCCN1CCOCC1 (configuration not stated)
0.9,1,x,9,Cc1nc(NC2=NCN(Cc3ccccc3)CN2)nc2ccccc12
1.1,1,x,-6,CC(C)n1c(SCC(=O)c2ccc3c(c2)OCCO3)nc2c1c(=O)n(C)c(=O)n2C
1,1,x,-3,COc1ccccc1OCC(=O)N1CCN(c2ccccc2OC)CC1
1,1,x,0,O=c1c2c3nc4ccccc4nc3n(-c3ccc4c(c3)OCCO4)c2ncn1C1CCCC1
1,1,-0.22,-2,CCn1cc(C(=O)NCc2ccccn2)c(=O)c2cc(F)c(N3CCN(C)CC3)cc21
1.1,1,-0.033,-14,CC1(C)CC(=O)C(C=NCCN2CCN(C(=O)C34CC5CC(CC(C5)C3)C4)CC2)=C(O)C1
1,1.1,0.026,-2,COc1cccc(-c2nnc3sc(-c4ccc(Cl)cc4)nn23)c1
0.8,1.1,0.25,16,CCOC(=O)c1cc2c(=O)n3ccccc3nc2n(Cc2ccccc2Cl)c1=N
1,1,0.45,4,O=C(c1ccc(=O)oc1)N1CCN(c2ccc(F)cc2)CC1
1,1,0.02,3,CCN(CC)CCCN1C(=O)C(=O)/C(=C(/O)c2ccc3c(c2)CC(C)O3)C1c1ccncc1 (configuration not stated)
1,1.1,1.1,5,COCc1cc(C)nc(N)c1C#N
0.7,1,-1.1,28,Cc1ccc(CNC(=O)c2cc3c(=O)n4ccccc4nc3n(Cc3ccco3)c2=N)cc1

# Gathered by group: the entries above with a halogen
bIAP activator,TNAP act hiacc,ROMK mod,bIAP inhibitor,SMILES
0.9,1.1,x,11,Clc1cccc(-c2nnc3sc(-c4ccc5c(c4)OCO5)nn23)c1
0.7,1.1,x,25,Cc1nnc2sc(-c3ccc(-c4ccc(Cl)c(C(F)(F)F)c4)o3)nn12
0.9,1.1,x,8,O=C(CN1CCN(Cc2ccccc2Cl)C1=O)NCC1CCCO1 (configuration not stated)
0.9,1,x,6,Clc1cccc(Nc2ncnc3c2cnn3-c2ccccc2)c1
0.7,1.1,x,30,Cc1nn2c3c(cnc2c1-c1ccc(Cl)cc1)C(=O)CC(c1ccco1)C3 (configuration not stated)
0.9,1,x,8,CCOC(=O)Cn1c(=O)c2c(nc(Br)n2Cc2ccc(Cl)cc2)n(C)c1=O
1,1,x,-4,O=C1c2oc3ccc(Cl)cc3c(=O)c2C(c2ccccn2)N1CCCN1CCOCC1 (configuration not stated)
1,1,-0.22,-2,CCn1cc(C(=O)NCc2ccccn2)c(=O)c2cc(F)c(N3CCN(C)CC3)cc21
1,1.1,0.026,-2,COc1cccc(-c2nnc3sc(-c4ccc(Cl)cc4)nn23)c1
0.8,1.1,0.25,16,CCOC(=O)c1cc2c(=O)n3ccccc3nc2n(Cc2ccccc2Cl)c1=N
1,1,0.45,4,O=C(c1ccc(=O)oc1)N1CCN(c2ccc(F)cc2)CC1

# Screens: PubChem, several laboratories

# These rows are one share of the data, so the mix of outcomes need not match the whole.
